N370S GC = inhibits or activates N370S mutant glucocerebrosidase | AID 2101 | Potency, µM (series often up to 59.4 µM), for inactives: top-dose activity change, negative = inhibition, most hits filed as inhibitors | 330,000 tested, 0.092% active | P04062 | N370S GC spleen homogenate, 4MU-glucoside fluorescence;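 further: 0% = full enzyme activity and -100% = no enzyme basal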
GCN5L2 inh = GCN5L2 (KAT2A) acetyltransferase inhibition; Q92830; GCN5L2 HAT assay, ThioGlo1 CoA-SH fluorescence; Potency, µM (titrated, usually from 58.9 µM), for the others: at the top dose activity change, negative = inhibition, hits mostly inhibitors; 390,000 tested, 0.21% active
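Free CoA generated was detected with ThioGlo1 (50uM) fluorescence at Ex340nm/Em540nm, read immediately and after 20 min at room temperature. Enzyme, 20 nM in HEPES pH 7.5 buffer, saw compounds 15 min before adding 75uM H3(1-25) peptide and 70uM acetyl-CoA.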
FEN1 inhibitor = human FEN1 inhibition. Recombinant FEN1 flap cleavage, fluorescence, 15 min. Potency, µM (top dose mostly 114 µM), for inactives: at the top dose activity change, negative = inhibition, usual class: inhibitors. 390,000 tested, 0.35% active. AID 588795; further: nearly all actives have a fitted effect of over 65% in size
Target sequence (P39748 whole entry, looked up): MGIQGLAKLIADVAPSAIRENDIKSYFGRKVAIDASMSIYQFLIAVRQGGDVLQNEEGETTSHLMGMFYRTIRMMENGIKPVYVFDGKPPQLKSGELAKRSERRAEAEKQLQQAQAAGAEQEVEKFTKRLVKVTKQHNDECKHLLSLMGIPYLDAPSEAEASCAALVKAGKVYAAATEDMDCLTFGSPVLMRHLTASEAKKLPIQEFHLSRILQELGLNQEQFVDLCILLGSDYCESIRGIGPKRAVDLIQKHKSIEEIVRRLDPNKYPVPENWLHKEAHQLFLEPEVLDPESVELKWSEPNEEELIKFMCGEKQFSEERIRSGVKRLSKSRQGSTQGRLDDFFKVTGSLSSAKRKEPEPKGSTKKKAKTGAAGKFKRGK
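Nuclease activity of 10 nM FEN1 was measured after 15 min of room-temperature exposure to titrated compounds, by adding 50 nM flap substrate and reading plates at 0 and 15 min.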
Numbers without * were called inactive; ? = inconclusive; / = no result given; & = joins results of further samples; [ ] = another dose, or the depositor's remark. The call rests on the fitted dose curve; in most records, active means well fitted curve in the direction sought with a large enough effect; inconclusive means small, poorly fitted or top-dose-only effect, or another doubt; inactive means no such curve, though single readings can be large; an effect the other way counts as inactive or inconclusive. Unless noted, on the % scale 0 is the no-effect control and ±100 the full control effect; potency means the concentration at half of the fitted maximal effect.

SMILES	N370S GC	GCN5L2 inh	FEN1 inhibitor
CN(C)c1ccc(NC(=S)c2ccccn2)cc1	7%	-4%	-24%
CC(=O)C1=C(C)OC(N)=C(C#N)C1c1cc2cc(C)c(C)cc2nc1Cl (centres undefined)	17%	3%	2%
CCn1cc(C(=O)N2CCCC2)c(=O)c2cc(S(=O)(=O)N3CCC(C)CC3)ccc21	4%	-1%	-7%
CC(=O)NCCSCCNC(C)=O	27%	-2%	-4%
Cc1ccc(CN2CCN(Cc3ccccc3)C(CCO)C2)s1 (centres undefined)	-3%	1%	-3%
c1ccc(Cn2c(SCc3nc4ccccc4s3)nnc2-c2ccco2)cc1	13%	-12%	?
O=C(c1cc(-c2cccs2)on1)N1CCCCC1	-1%	-3%	-3%
Cc1cc(C)nc(NC(=O)c2cc(-c3ccc(C)s3)nc3ccccc23)c1	19%	-16%	3%
Cc1ccc(-c2[nH]c(-c3ccc(Cl)cc3)nc2SCC(=O)NCC2CCCO2)cc1 (centres undefined)	2%	-3%	2%
O=C(O)c1ccc(N2N=C(c3ccccc3)CC2c2ccccc2)cc1 (centres undefined)	?	16µM*	-7%
O=C(COC(=O)c1cc(S(=O)(=O)N2CCOCC2)ccc1F)Nc1ccc(Cl)cn1	/	-3%	-5%
O=C(c1cnccn1)N1CCC2(CC1)CN(c1ccccc1)C2	8%	21%	/
CC1(C)C(c2ccccc2)=NC(c2ccccc2)N1O (centres undefined)	-6%	-1%	-3%
CCOC(=O)c1cccc(NS(=O)(=O)c2c(C(=O)N3CCCCCC3)c(C)n(C)c2C)c1	3%	-8%	-7%
Cc1ccc(NC(=O)CN(C)C(=O)/C=C/c2ccc3c(c2)OCO3)cc1	/	-1%	-4%
Cc1ccc(C(=O)NCCCN2CCOCC2)c(Cl)c1	-18%	-4%	3%
COc1cccc(C(=O)N2N=C(c3ccccc3)CC2(O)C(F)(F)F)c1 (centres undefined)	-10%	-6%	-13%
COc1ccc(C(=O)Oc2cc3c4c(c2)C(C)=CC(C)(C)N4C(=O)C3=O)cc1OC	-10%	2%	-4%
O=c1c2ccccc2nc2n1CCS2	4%	-1%	2%
CC(/C=N/NC(=O)c1cc(-c2cccn2C)n[nH]1)=C\c1ccccc1	-1%	-3%	-2%
O=C(C1CCN(S(=O)(=O)N2CCC3(CC2)OCCO3)CC1)N1CCN(Cc2ccccc2)CC1	5%	8%	-13%
COc1ccc2c(c1)c(C(O)CN1CCC3(CC1)OCCO3)c(C)n2C (centres undefined)	-16%	-3%	/
O=C(NCC1CCCCC1)c1cccnc1	-7%	0%	-7%
N#CC12C(N)=NC3(OCCO3)C1(C#N)C1=C(CCC1)NC2c1ccccc1 (centres undefined)	-2%	-8%	1%
COC(=O)c1c(NC(=O)CCCC(=O)O)sc2c1CCCCC2	12%	-2%	0%
Next section:
SMILES	N370S GC	GCN5L2 inh	FEN1 inhibitor
CCOC1CCc2c(C)nc(N)nc2S1 (centres undefined)	10%	3%	-13%
CN1C(=O)C2C3c4ccccc4C(c4ccccc43)[C@@H]2C1=O (some centres undefined)	3%	3%	9%
O=C(CN(Cc1ccccc1)S(=O)(=O)c1ccc(S(=O)(=O)N2CCOCC2)cc1)Nc1ccccc1	4%	-2%	3%
O=C(CSc1n[nH]c(-c2ccccc2Br)n1)NCCN1C(=O)CSC1=O	23%	-3%	8%
COc1ccccc1/C=N/NC(=O)CC(=O)NCc1ccccc1	-5%	-10%	5%
Cc1c(C)n(CC(O)CN2CCCCC2)c2ccccc12 (centres undefined)	-27%	4%	-16%
S=C(NCc1ccncc1)Nc1ccc(Br)cc1	18µM*	-21%	3%
COc1ccccc1NCC(O)Cn1c2ccccc2c2ccccc21 (centres undefined)	-4%	2%	?
O=S(=O)(Nc1cccc(CCc2ccccn2)c1)c1ccc(Cl)cc1	-13%	-16%	1%
CC(=O)Oc1cccc(-c2nc3ccccc3c(=O)o2)c1	-2%	9%	12%
Cc1ccccc1OCCC(=O)OCC(=O)NC1CCS(=O)(=O)C1 (centres undefined)	7%	1%	-3%
Cc1ccc(C(C)C)c(OCCCn2ccnc2C)c1	-4%	?	0%
CNC(=O)c1cccc(NC(=O)c2cc(-c3ccccc3)nc3c2cnn3C(C)C)c1	/	-9%	-24%
Cc1ccc(CNC(=O)CN2C(=O)COc3ccc(S(=O)(=O)N4CCC(C)CC4)cc32)o1	-6%	-1%	18%
O=C(CN1C(=O)NC2(CCCCC2)C1=O)Nc1cccc(Cl)c1Cl	/	2%	16%
COc1ccc(-c2ccc(NS(=O)(=O)c3ccccc3Cl)cc2)nn1	/	-15%	-5%
COC(=O)CSc1nnc(CNC(=O)c2cc(OC)cc(OC)c2)n1-c1ccc(F)cc1	-12%	-4%	-9%
COC(=O)C1=C(CS(=O)(=O)c2cc(OC)ccc2OC)NC(=O)NC1c1ccc(O)c(OC)c1 (centres undefined)	-3%	0%	0%
Cc1ccc2[nH]c3c(c2c1)CCN(C)C3	-5%	-12%	10%
CCOC(=O)c1ccccc1NC(=O)Cn1c(=O)n(-c2cccc(C)c2)c(=O)c2c1c1cc(C)ccc1n2C	/	-5%	1%
CC1CCN(c2ccc3c(c2)S(=O)(=O)c2cccc(C(=O)NCc4cccc(F)c4)c2C3=O)CC1	/	?	10%
CCOC(=O)N1CCN(C(=O)COC(=O)c2ccc(N(C)C)cc2)CC1	/	-9%	1%
COc1ccc(CCNC(=O)CC(Cc2ccc(C)cc2)C(=O)O)cc1OC (centres undefined)	-1%	14%	21%
Clc1ccc(-c2noc(COc3ccccc3)n2)cc1	-1%	-5%	-15%
CCN1C(=O)[C@H]2[C@@H](c3ccc(SC4CCCCC4)c(OC)c3)N[C@@](Cc3ccccc3)(C(=O)OC)[C@H]2C1=O	26%	-13%	-4%
Next part.
SMILES	N370S GC	GCN5L2 inh	FEN1 inhibitor
C=CCCC(=O)N1CCCC(Cc2cccc(Cl)c2)(C(=O)OCC)C1 (centres undefined)	-10%	1%	17%
Nc1ccc2cc3ccccc3cc2c1	7%	/	1%
CCOC(=O)C1CCN(C(=O)Nc2cc(Cl)cc(Cl)c2)CC1	16%	12%	-5%
O=C(CON=C1c2ccccc2-c2ccccc21)NC12CC3CC(CC(C3)C1)C2	?	-12%	8%
CN(C)S(=O)(=O)c1cccc(-c2nnc(SCC(=O)NCCCCCC(=O)O)n2-c2ccc(F)cc2)c1	12%	-6%	1%
Clc1ccc(-c2cc3ccccc3[nH]2)cc1	5%	-4%	-2%
Cc1ccc(-c2cc(C(=O)Nc3ccncc3)c3ccccc3n2)cc1	-4%	-3%	5%
CC1CCN(C(=O)COC(=O)[C@H](C)NS(=O)(=O)/C=C/c2ccccc2)CC1	?	-5%	-1%
CC(C)CCOP(=O)(c1ccc(N(C)C)cc1)C(O)c1ccccc1 (centres undefined)	5%	-3%	-11%
O=C(COCc1cc(-c2cccs2)on1)NCc1ccc(Cl)cc1	/	-4%	-13%
Cc1nc(Cl)c(Cl)n1CCOc1ccccc1	-8%	-1%	6%
CN(C)S(=O)(=O)c1ccc(Cl)c(NC(=O)COC(=O)/C=C/c2ccc3ccccc3n2)c1	/	3%	-5%
Cc1onc(-c2ccccc2)c1C(=O)NCC(=O)Nc1cc(Cl)ccc1Cl	/	-4%	-8%
CCc1ccccc1NC(=O)CSc1ccsc1[N+](=O)[O-]	8%	-16%	-10%
Cn1cccc1C(=O)NCCc1ccc(Cl)cc1	0%	2%	-8%
Cc1cc(C)cc(NC(=O)c2oc3ccccc3c2COc2ccccc2)c1	20%	-6%	-12%
Cc1ccc(C)c(N(CC(=O)NCc2ccco2)C(=O)CCC(=O)Nc2nccs2)c1	-15%	-13%	11%
CN1CCN(c2nc(-c3ccc(Cl)s3)cs2)CC1	-1%	-8%	11%
Cc1cc(Cl)ccc1NC(=S)NCCC(c1ccccc1)c1ccccc1	26%	-3%	-20%
CC(=O)[C@H]1CC[C@H]2[C@@H]3CCC4=CC(=O)CC[C@]4(C)[C@H]3[C@H](O)C[C@]12C	-18%	3%	15%
COc1ccc(C(=O)CN2C(=O)N(c3cc(C)cc(C)c3)S(=O)(=O)c3ccccc32)cc1	/	-14%	-14%
CCN(CC(=O)Nc1ccccc1OC)C(=O)c1ccc(N(C)S(=O)(=O)c2ccc(C)cc2)cc1	1%	3%	4%
COc1ccc(Nc2nc(N)nc(CSc3nc(C)cc(C)n3)n2)cc1	-2%	-17%	-1%
CCN(CC)C(=O)CSC1=Nc2ccccc2C2=NC(c3ccccc3)C(=O)N12 (centres undefined)	11%	0%	-1%
COc1ccc(/C=C/C(=O)c2sc(-c3ccccc3)nc2C)cc1	2%	-3%	-1%
Additional compounds
SMILES	N370S GC	GCN5L2 inh	FEN1 inhibitor
Cc1ccc(S(=O)(=O)N/N=C/c2cccc([N+](=O)[O-])c2)cc1	-2%	33%[activator]	-3%
CCn1c(SCC(=O)c2cc(OC)ccc2OC)nc2c1c(=O)n(C)c(=O)n2C	3%	-4%	/
CCC(=O)Nc1ccc2c(c1)Cc1cc(NC(=O)CC)ccc1-2	-2%	26%	-5%
CC(C)(C)C1CCc2c(sc(NC(=O)CSc3nnc(-c4ccccc4)o3)c2C#N)C1 (centres undefined)	1%	-21%	-4%
CC(C)C[C@H](NC(=O)c1cc2cc(Cl)ccc2n1C)C(=O)N1CCC[C@H]1C(=O)O	8%	-3%	11%
O=C(NNC(=S)Nc1ccc(F)cc1)[C@H]1C[C@@H]1c1ccccc1	7%	4%	-4%
S=C(Nc1cccnc1)NC1CCCC1	1%	26%	5%
COc1ccc(NC(=O)CSc2nc3[nH]c(=O)[nH]c(=O)c3s2)cc1OC	-13%	-16%	-1%
CC1=C(C(=O)OCCNC(=O)c2ccccc2O)C(c2ccccc2[N+](=O)[O-])C(C(=O)OCC2CCCO2)=C(C)N1 (centres undefined)	7%	-15%	-18%
Cn1cccc1C(=O)N1CCC2(CC1)CCN(c1ccccn1)CC2	7%	2%	/
C=C(Cl)COc1cc(C)cc2oc(=O)cc(CC)c12	15%	-10%	-5%
COCc1cc(N2CCCC2)nc(-c2ccccc2)n1	-7%	1%	-1%
COc1ccc(CNC(=O)CN(C(=O)c2snc(C(N)=O)c2N)c2ccccc2F)cc1	?	-6%	-18%
Cc1ccc(C)n1-c1ccccc1N	-17%	1%	/
O=C(O)c1ccccc1C(=O)Nc1ccc(S(=O)(=O)NC2CCCCC2)cc1	-26%	-5%	2%
Cc1nc(-c2ccc(F)cc2)c(CC(=O)Nc2cccc(S(=O)(=O)N3CCOCC3)c2)s1	-9%	0%	4%
CC(C)NC(=O)CCCn1cc([N+](=O)[O-])cn1	-7%	-7%	-6%
CC(C)N1C(=O)CCC1C(=O)N1CCN(c2ccccn2)CC1 (centres undefined)	5%	-1%	-15%
Cc1ccc(S(=O)(=O)N2CCOCC2)cc1NC(=O)c1cc(-c2ccccn2)nc2ccccc12	-28%	2%	-11%
CCOc1ccc(NC(=O)Cn2cc(S(=O)(=O)N3CCN(c4ccccc4F)CC3)c3ccccc3c2=O)cc1	/	-20%	-10%
CC(C)c1ccccc1NC(=O)COc1ccc2c(=O)c(Oc3ccc4ccccc4c3)coc2c1	1%	-5%	/
Cc1ccc(S(=O)(=O)N2CCCC(C(=O)NCCC3=CCCCC3)C2)cc1 (centres undefined)	8%	0%	-1%
CCn1cc(Cl)c(C(=O)Nc2nccs2)n1	0%	-21%	-5%
COc1ccc(-c2cn(Cc3cccc(OC)c3)nn2)cc1	6%	8%	13%&-29%
Cc1cccn2c(=O)c3cc(C(=O)NCc4ccco4)c(=N)n(CCc4ccccc4)c3nc12	-7%	-9%	-6%
O=[N+]([O-])/C=C1/CCCCCN1	-6%	15%	1%
O=C(CCSc1nnc(-c2ccco2)o1)Nc1ccc(F)cc1	10%	15%	4%

Six structures already listed, ordered by SMILES length, rising:
SMILES	N370S GC	GCN5L2 inh	FEN1 inhibitor
Nc1ccc2cc3ccccc3cc2c1	7%	/	1%
S=C(Nc1cccnc1)NC1CCCC1	1%	26%	5%
Cc1nc(Cl)c(Cl)n1CCOc1ccccc1	-8%	-1%	6%
CCn1cc(Cl)c(C(=O)Nc2nccs2)n1	0%	-21%	-5%
O=C(c1cnccn1)N1CCC2(CC1)CN(c1ccccc1)C2	8%	21%	/
Cc1ccc(CNC(=O)CN2C(=O)COc3ccc(S(=O)(=O)N4CCC(C)CC4)cc32)o1	-6%	-1%	18%

3 of the compounds above, in markdown.
| Structure | N370S GC | GCN5L2 inh | FEN1 inhibitor |
| --- | --- | --- | --- |
| CCOc1ccc(NC(=O)Cn2cc(S(=O)(=O)N3CCN(c4ccccc4F)CC3)c3ccccc3c2=O)cc1 | / | -20% | -10% |
| CC(C)c1ccccc1NC(=O)COc1ccc2c(=O)c(Oc3ccc4ccccc4c3)coc2c1 | 1% | -5% | / |
| Cc1ccc(S(=O)(=O)N2CCCC(C(=O)NCCC3=CCCCC3)C2)cc1 (centres undefined) | 8% | 0% | -1% |
